Screens from PubChem.
sPLA2-III inh – Blocks human group III sPLA2 activity; Q9NZ20; inhibition, % at 12.2 µM; hit rate 0.56% among 370,000; QFRET BODIPY PC-A2 liposome hydrolysis, fluorescence;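 active = inhibition above mean plus 3 SD of compounds lying within the high and low control bounds, cut at about 19% in these data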;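 note: 0% = median of test compound wells and 100% = no enzyme DMSO wells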
KLK7 zymogen act – activates the human kallikrein-7 zymogen; P49862; purified proKLK7, EDANS-DABCYL substrate fluorescence; 100% is mature enzyme control, 0% vehicle; activation, % at 7 µM; hit rate 0.9% among 370,000;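 active = activation above the mean of all tested compounds plus 3 SD, computed per campaign excluding outliers beyond control limits, cut at about 13% in these data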
DAX1 inh-1 – DAX1 (NR0B1) inhibition, primary screen; AID 652010; hit rate 1.1% among 370,000; HEK293T StAR-luciferase reporter, SF-1/DAX-1 repression relief; inhibition, % at 6.8 µM;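 active = inhibition above the mean over all tested compounds plus 3 SD, cut at about 3.6% in these data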;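 note: 0% = DAX-1 cells with DMSO and 100% = cells lacking DAX-1 with DMSO; higher inhibition means more luminescence from relief of DAX-1 repression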
DAX1 inh-2 – NR0B1 (DAX1) inhibition; P51843; HEK293 Gal4-DAX1 luciferase reporter, luminescence; inhibition, % at 6.75 µM; hit rate 0.99% among 340,000; AID 504766;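 active = inhibition above the mean over all tested compounds plus 3 SD, cut at about 4.2% in these data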;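 note: 0% = DAX1-transfected cells with DMSO and 100% = empty-vector control cells with DMSO; inhibition shows as a rise in luminescence from relieved DAX1 repression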
FXN GAA850 act – frataxin GAA850 promoter activation; HEK293 lucGAA850 FXN promoter luciferase reporter, 24 h; percent of 10 µM SAHA response; activation, % at 6 µM; hit rate 0.56% among 360,000;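 active = activation above the average of all compounds screened plus 3 SD, cutoff fixed separately per campaign, cut at about 7.5% in these data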;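 note: 0% = DMSO wells and 100% = 10 µM SAHA wells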
ssDAF12 agonist – activates DAF-12 receptor from parasite S. stercoralis; activation, % at 6.8 µM; HEK293 ssDAF-12/GRIP1 lit1-tk-luc reporter, luminescence; % of 3 µM dafachronic acid response; hit rate 1% among 370,000;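 active = activation above the mean over all tested compounds plus 3 SD, cut at about 0.9% in these data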;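 note: 0% = DMSO-only wells and 100% = 3 µM delta7-dafachronic acid wells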
hgDAF12 agonist – agonists of H. glycines DAF-12 nuclear receptor. HEK293 GAL4-hgDAF12 UAS-luciferase reporter, agonist luminescence; normalized to butyrate control. hit rate 1.8% among 370,000. activation, % at 6.8 µM;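 active = activation above a cutoff set at the mean of all screened compounds plus 3 SD, cut at about 10% in these data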;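 note: 0% = DMSO wells and 100% = sodium butyrate wells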
SMARCA2 activ – SMARCA2 function activation, primary screen. MG213 cells, MMTV-luciferase reporter, dexamethasone, overnight. activation, % at 9.1 µM. hit rate 1% among 370,000. AID 652017; in the data active = activation above about 7.8%;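 note: 0% = vehicle wells and 100% = reference activator wells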
hcDAF-12 act – activators of H. contortus DAF-12 nuclear receptor | hit rate 1.4% among 370,000 | activation, % at 6.8 µM | HEK293 hcDAF-12 lit1-tk-luc reporter, luminescence; 0% DMSO, 100% Δ7-dafachronic acid | AID 652067;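 active = activation above the mean of all tested compounds plus 3 SD, cut at about 5.5% in these data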;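 note: 100% = response to 3 µM Δ7-dafachronic acid high control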
GC-B act – GC-B (human) receptor activation. HEK293-GC-B cells, CNP EC30, cGMP TR-FRET; 0% at EC30 CNP, 100% saturating CNP. activation, % at 10 µM. hit rate 0.11% among 370,000;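 active = activation at 10 µM reaching about 35% in either raw or pattern-adjusted values, limit read from the data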
NPR1 activator – GC-A (human) enzyme activation; AID 1671463; HEK293 GC-A cells, cGMP TR-FRET, EC30 ANP; 0% at EC30 ANP, 100% saturating ANP; hit rate 0.14% among 370,000; P16066; activation, % at 10 µM; in the data active = activation above about 40%
Target sequence (P16066 whole entry, looked up): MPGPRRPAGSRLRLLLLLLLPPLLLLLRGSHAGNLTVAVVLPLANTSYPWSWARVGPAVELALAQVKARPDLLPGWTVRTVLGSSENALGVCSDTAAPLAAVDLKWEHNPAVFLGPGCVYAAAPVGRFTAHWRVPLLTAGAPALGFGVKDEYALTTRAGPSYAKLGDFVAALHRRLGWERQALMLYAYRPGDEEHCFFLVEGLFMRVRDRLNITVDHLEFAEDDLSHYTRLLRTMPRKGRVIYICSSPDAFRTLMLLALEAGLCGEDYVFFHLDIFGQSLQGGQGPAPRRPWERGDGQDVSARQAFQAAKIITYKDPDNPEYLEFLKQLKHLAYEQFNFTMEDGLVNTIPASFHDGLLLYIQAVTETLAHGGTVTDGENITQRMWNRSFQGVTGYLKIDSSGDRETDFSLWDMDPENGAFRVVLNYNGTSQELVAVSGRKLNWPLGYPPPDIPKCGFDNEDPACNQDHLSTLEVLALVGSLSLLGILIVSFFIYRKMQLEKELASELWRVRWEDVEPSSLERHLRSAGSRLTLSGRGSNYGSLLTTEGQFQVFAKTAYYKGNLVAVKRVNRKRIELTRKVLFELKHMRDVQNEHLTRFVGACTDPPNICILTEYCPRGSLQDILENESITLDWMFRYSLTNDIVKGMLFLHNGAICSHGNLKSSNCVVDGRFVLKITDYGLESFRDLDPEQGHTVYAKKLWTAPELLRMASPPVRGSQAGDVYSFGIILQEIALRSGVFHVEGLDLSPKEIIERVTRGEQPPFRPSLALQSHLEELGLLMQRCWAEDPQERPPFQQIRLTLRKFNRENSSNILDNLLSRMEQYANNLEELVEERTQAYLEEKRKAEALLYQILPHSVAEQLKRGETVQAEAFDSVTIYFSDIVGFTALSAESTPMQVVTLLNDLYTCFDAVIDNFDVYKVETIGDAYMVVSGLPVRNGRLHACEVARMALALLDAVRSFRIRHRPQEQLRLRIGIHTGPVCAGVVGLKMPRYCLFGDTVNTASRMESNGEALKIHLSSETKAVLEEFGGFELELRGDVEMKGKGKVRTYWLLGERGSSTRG
* = called active by the depositor; nt = not tested or not shown.

Values run as follows: sPLA2-III inh	KLK7 zymogen act	DAX1 inh-1	DAX1 inh-2	FXN GAA850 act	ssDAF12 agonist	hgDAF12 agonist	SMARCA2 activ	hcDAF-12 act	GC-B act	NPR1 activator
Cc1ccccc1NCC(=O)Nc1cc(S(=O)(=O)N2CCCCC2)ccc1C
    2	-0.7	0.8	-0.6	-0.3	-0.8	-0.4	-3	0.8	6	2
COc1cc(C(=O)NCC(c2ccccc2)N(C)C)ccc1OCC(=O)N1CCOCC1 (stereo not given)
    2	-0.2	1.2	1.9	2.2	-0.8	0.3	-2	0.0	7	4
CCN1CCN(C(=O)NS(=O)(=O)c2ccc(C)cc2)CC1
    8	-0.9	0.0	0.6	1.3	-1.0	-2.0	-5	-0.5	-2	-7
OCCSc1nc(-c2ccccc2)nc2c1CCC2
    -6	0.0	-0.5	-1.0	2.0	-1.6	1.8	2	-2.0	-1	1
O=C(NC1CC1)C1CCN(S(=O)(=O)c2cc(Cl)ccc2Cl)CC1
    0	-1.3	0.2	1.6	0.3	-0.8	-1.2	1	-1.2	1	-4
CCCN(CCC)CCNC(=O)c1cn(C)c(=O)c2c1c1ccccc1n2C
    0	-0.6	0.8	0.5	2.5	-0.1	1.9	2	0.6	-2	-8
CCOC(=O)c1[nH]c2cc3c(cc2c1NC(=O)CN1CCC2(CC1)OCCO2)OCO3
    1	11	-0.2	-0.7	-0.2	-1.1	-1.2	2	-1.7	-1	0
CCCCCCCCN1C(=O)[C@@H](CC(=O)N2CCCCC2)C[C@@]2(C(=O)OC)C1=C[C@H](C(C)C)O[C@@H]2C1CC1
    -4	-0.3	0.1	nt	nt	-1.1	1.7	-2	-0.4	-4	-2
Cn1c(C(=O)NCCCN2CCN(c3ccccc3F)CC2)cc2c(=O)[nH]c3ccccc3c21
    -23	-0.2	-0.9	1.2	-0.7	-1.8	-2.2	1	-2.4	-10	-38
C[C@H](CO)N1C[C@H](C)[C@@H](CN(C)C(=O)Nc2ccc(F)cc2)Oc2ccc(NS(C)(=O)=O)cc2C1=O
    6	-0.1	-0.2	0.1	0.0	-0.9	3.3	0	-0.3	2	4
Cc1ccc(S(=O)(=O)N2CCCCC2)cc1NC(=O)COC(=O)c1ccc(O)cc1
    -21	-0.1	-0.2	-2.2	-0.8	-0.8	-0.1	0	-0.9	-3	-2
O=C(c1cc(C2CC2)nn1-c1ccccc1)N1CCN(c2ccc(O)cc2)CC1
    -10	0.8	0.6	-0.2	1.9	-1.1	-0.9	2	-0.4	-1	-3
CCN(CC)S(=O)(=O)c1cccc(-c2nnc(SCC(=O)NC)n2CCc2ccccc2)c1
    1	-0.1	0.2	-0.4	-0.3	-1.4	-0.7	-1	0.3	0	-1
CCCCN1C[C@H](c2ccc(OC)cc2)[C@@H](CC(=O)Nc2ccc(Br)cc2)C1=O
    -7	-0.1	1.1	1.7	0.3	-0.8	0.0	-4	0.7	-1	-4
COc1ccc(CCN(C)C(=O)COC(=O)/C=C/c2ccc(C)o2)cc1OC
    6	0.5	0.3	0.4	1.3	-0.8	0.0	0	-0.5	1	2
CCCCNC(=O)Cn1cnc([N+](=O)[O-])n1
    -1	-0.2	-0.5	4.8*	-1.5	-1.4	-1.6	2	0.1	-3	-1
CCCCCC1CCC(C(=O)N2CCOCC2)CC1 (stereo not given)
    -1	0.0	-0.2	1.0	0.9	-1.3	-0.6	-2	-1.0	0	3
Cc1ccc(-n2nnnc2SCC(=O)NCC2(N3CCCCC3)CCCCC2)c(C)c1
    3	0.0	3.6*	0.5	0.8	-1.0	-0.9	2	-1.3	0	-4
Cc1c(C)c2ccc(OCC(=O)NCc3ccccn3)cc2oc1=O
    -5	2.0	-4.2	-0.2	0.2	-1.3	1.1	-2	2.3	-15	-10
Cc1ccccc1OC(=O)Cn1c(C(F)(F)F)nc2ccccc21
    6	0.0	-1.0	-0.3	-0.4	-0.8	0.4	-2	-0.9	2	0
N/C(=N\OC(=O)CCC(=O)O)c1ncc(C(F)(F)F)cc1Cl
    14	-0.8	-0.5	0.0	1.9	-1.1	5.0	1	-0.8	3	3
OCC1(CCc2ccccc2)CCN(Cc2cnc(N3CCCC3)s2)CC1
    -11	0.0	-0.5	-0.6	-0.7	-0.9	-2.9	-2	1.1	3	-6
O=S(=O)(c1ccccc1)N1CCN(c2nc3ccccc3s2)CC1
    8	-0.6	0.4	0.5	0.9	-1.4	0.4	-4	-0.1	-2	-8
COc1ccc(NC(=O)C[C@H]2C(=O)N(Cc3ccccc3)C[C@@H]2C)cc1
    -3	-0.2	-0.1	0.7	-0.3	-1.4	-0.6	-5	-0.2	3	1
O=C(CCCN1C(=O)c2ccccc2C1=O)N1CCOCC1
    7	0.3	0.3	0.0	2.3	-1.0	-2.2	-2	-1.6	-2	-1
Cc1ccc(S(=O)(=O)N2CCC(=O)N(CCOC(=O)Nc3ccc(C)c(C)c3)CC2)cc1
    -9	0.1	-0.7	-0.9	0.6	-1.4	-2.5	-1	-1.0	-7	-4
COc1cccc(/C=N/NC(=O)c2ccc(COc3ccc(Cl)cc3Cl)o2)c1
    0	-13	-0.9	0.2	-2.2	-1.8	-3.0	-3	-0.5	nt	nt
Nc1ccccc1-n1cccc1
    11	-14	0.5	nt	5.3	1.6*	6.9	7	15*	3	1
Cc1ccc(C(=O)NCc2ccc(Cl)c(Cl)c2)o1
    0	-0.3	-1.1	0.2	-3.0	-1.0	-0.4	0	-1.5	4	4
CC1(C)CC(NC(=O)Nc2ccc([N+](=O)[O-])cc2)CC(C)(C)N1
    5	0.1	0.1	-0.4	-0.9	-1.7	-3.5	-3	-1.0	4	-11
Cc1ccc(C(=O)CC(SCC(=O)O)c2ccc([N+](=O)[O-])cc2)cc1 (stereo not given)
    4	-0.2	0.6	-1.9	3.0	-1.0	0.8	0	0.7	-12	17
CCCCOC(=O)Nc1nc(CC(=O)OCC)cs1
    4	-0.6	-0.3	0.3	0.7	-0.9	-0.6	-3	-1.3	1	1
N#Cc1cc(Cl)c(NCC2CCCO2)cc1C#N (stereo not given)
    2	3.9	-0.6	-1.7	1.6	-1.9	0.8	-1	-1.8	4	-1
CC(C)CNC(=O)C1CCN(S(=O)(=O)c2ccc(-n3cnnn3)cc2)CC1
    9	-0.2	-0.3	0.7	-0.2	-1.1	-1.0	-4	-0.9	3	-3
Cc1cccnc1
    5	-0.1	1.7	1.9	-1.7	-0.6	0.2	3	-1.8	2	-4
Cc1ccc(NC(=O)CCC(=O)NNC(=O)Cc2ccccc2)cc1C
    2	-0.4	0.9	0.2	-2.2	-0.8	5.6	1	0.1	-1	-1
O=C(NCc1ccccc1)NC1(C(=O)N2CCN(c3ncccn3)CC2)CCCCC1
    0	-0.4	-0.4	2.4	-0.8	-1.1	-1.0	-2	0.2	3	-2
Cc1ccc(S(=O)(=O)NC(CC(=O)NCc2ccco2)c2ccco2)cc1 (stereo not given)
    -7	0.6	0.5	0.7	-1.1	-0.9	0.0	0	-0.4	3	-4
COc1ccc(S(=O)(=O)Nc2cc3c4c(oc3c3ccccc23)CC(C)(C)CC4=O)cc1
    -39	0.8	-1.5	0.2	1.3	-1.1	-0.9	2	-0.7	0	9
COCCNC(=O)/C(C#N)=C/c1ccc2c(c1)OCO2
    -2	-0.3	0.8	0.8	1.1	-0.6	9.5	9.1*	-0.1	-4	-3
Cc1ccc(N2CC(C(=O)O)CC2=O)cc1 (stereo not given)
    -1	-0.3	-0.1	nt	1.9	-1.6	1.8	-2	-0.2	3	-2
Cc1cccc(Nc2nc(NCc3ccco3)c3ccccc3n2)c1
    -8	-6.5	-2.8	-2.5	-1.8	-2.6	-9.3	-7	-6.2	1	2
CCOC(=O)c1ccc(C(=O)OCC)nc1
    -1	-0.2	-0.1	0.4	3.3	-1.5	-1.2	4	0.4	5	1
CCOC(=O)C(CCC(C)=O)C(=O)c1ccccc1 (stereo not given)
    7	-0.4	-0.5	0.6	0.1	-1.0	1.0	0	-1.8	3	5
CN1OC2C(=O)N(c3ccccc3)C(=O)C2C1c1ccc(F)cc1 (stereo not given)
    1	-0.6	-0.5	0.9	-0.3	-0.9	0.7	-4	-1.5	-1	6

Shown in markdown: entries from further up
| molecule | sPLA2-III inh | KLK7 zymogen act | DAX1 inh-1 | DAX1 inh-2 | FXN GAA850 act | ssDAF12 agonist | hgDAF12 agonist | SMARCA2 activ | hcDAF-12 act | GC-B act | NPR1 activator |
| --- | --- | --- | --- | --- | --- | --- | --- | --- | --- | --- | --- |
| COCCNC(=O)/C(C#N)=C/c1ccc2c(c1)OCO2 | -2 | -0.3 | 0.8 | 0.8 | 1.1 | -0.6 | 9.5 | 9.1* | -0.1 | -4 | -3 |
| Cc1ccc(N2CC(C(=O)O)CC2=O)cc1 (stereo not given) | -1 | -0.3 | -0.1 | nt | 1.9 | -1.6 | 1.8 | -2 | -0.2 | 3 | -2 |

Continued:
Values run as follows: sPLA2-III inh	KLK7 zymogen act	DAX1 inh-1	DAX1 inh-2	FXN GAA850 act	ssDAF12 agonist	hgDAF12 agonist	SMARCA2 activ	hcDAF-12 act	GC-B act	NPR1 activator
CSc1nc2c(c(=O)[nH]1)C(c1cccs1)C1=C(CCCC1=O)N2 (stereo not given)
    1	-0.9	-0.6	-0.7	0.1	-1.2	0.7	0	-0.8	-11	-3
CCOC(=O)C(=CNc1cscc1S(=O)(=O)C(C)C)C(=O)OCC
    0	0.1	-0.7	-0.6	3.1	-1.3	-0.3	-1	-2.1	0	-3
O=C(NCc1ccccc1Cl)[C@H]1CCCN1C(=O)[C@H]1CCCN1
    6	0.5	-0.9	nt	nt	-0.9	2.1	-4	2.2	1	0
O=P(OC1CCCCC1)(OC1CCCCC1)C(Nc1ccccc1)c1cccnc1 (stereo not given)
    -6	-0.2	-0.7	-0.9	-1.1	-1.5	0.1	1	-1.4	-26	-19
O=C(O)/C=C/c1cn(-c2ccccc2)nc1-c1ccc2c(c1)OCCO2
    -13	0.7	-0.4	0.2	1.7	-1.5	0.9	-1	-0.6	-7	-1
CC(=O)c1cc(-c2ccc3[nH]ccc3c2)c(=O)n2c1CCC2
    -7	0.0	-0.1	nt	nt	-1.7	-1.4	4	1.3	-7	0
O=C(CSc1nnc(COc2ccccc2)n1-c1ccccc1)Nc1ccc(S(=O)(=O)Nc2nccs2)cc1
    -59	0.1	-0.3	nt	nt	-1.6	0.8	6	0.4	0	-2
CC1CCN(C(=O)CN(C2CCCCC2)S(C)(=O)=O)CC1
    2	0.3	-0.3	1.0	-0.1	-1.2	-1.4	1	-1.9	5	1
C=CCc1c(O)nc(SCC(=O)c2ccccc2)[nH]c1=O
    4	-0.2	0.6	0.5	-1.4	0.3	4.3	-3	-0.1	-6	2
COC(=O)[C@]12CCCCC=C1N(Cc1ccc3c(c1)OCO3)C(=O)[C@H](CC(=O)NCc1cccc(C(F)(F)F)c1)C2
    -10	-0.6	-0.8	nt	nt	-1.2	2.1	-4	-2.4	5	-2
Cc1ccnc(-n2c(C)cc(C=O)c2C)c1
    -1	0.8	-0.5	-0.3	2.0	-1.5	-1.3	2	-3.4	-3	3
